High-throughput results from PubChem.
TDP-43 yeast inh: rescues yeast growth from TDP-43 toxicity; 410,000 compounds, 1.8% hits; TDP-43 expressing yeast growth rescue, BacTiter-Glo, 24 h; Potency, µM (highest dose often 46.1 µM), inactives show at the top dose growth rescue (activation), most hits filed as activators; further: potency means the concentration at half of the fitted maximal effect; % of control where 0% means no effect; nearly all actives have a fitted effect of over 50% in size
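In this qHTS, compounds that restore growth of yeast expressing TDP-43 appear as activators. Cells (OD600=0.02, galactose medium, raffinose-pregrown) are incubated with compound 24 hr at 30 deg C and growth is quantified by BacTiter-Glo.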
aSyn rescue: inhibitors of alpha-synuclein toxicity in yeast | Potency, µM (series often up to 46.1 µM), for the others: at the top dose growth rescue (activation), actives largely listed as activators | Yeast expressing alpha-synuclein, growth rescue, BacTiter-Glo, 24 h | 370,000 compounds, 0.14% hits; further: potency means the concentration at half of the fitted maximal effect; % of control where 0% means no effect; nearly all actives have a fitted effect of over 65% in size
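Screening used galactose-induced yeast with toxic alpha-synuclein levels, exposed to compound for 24 hr at 30 deg C. Cell growth, read with BacTiter-Glo luminescence, gave the measured signal.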
pAkt inh: inhibitors of Akt phosphorylation. activity change, % for hits at 50 µM. Neuro2A IGF-stimulated pAkt S473 HTRF, 20 min; stronger effect = lower value. AID 651550. 360,000 compounds, 0.32% hits; in the data active means activity change below about -80%; inconclusive means mostly about -51% to -80%; further: on the % scale 0 is the no-effect control and ±100 the full control effect
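Single-point screen (50 µM final compound) in Neuro2A cells stimulated 20 min with 6 nM IGF at 37 deg C. After lysis, Ser473-phosphorylated Akt read by HTRF (ex 330 nm, em 615/665 nm) as the 665/615 ratio.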
FUS yeast rescue: rescues growth of FUS-expressing yeast; S. cerevisiae FUS-expressing, growth rescue, OD600, 24 h; Potency, µM (doses to about 76.6 µM), without a hit: at the top dose growth rescue (activation), usual class: activators; 390,000 compounds, 0.24% hits; AID 1347120;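 further: potency means the concentration at half of the fitted maximal effect; plate controls were DMSO vehicle for no effect and reference control for full effect; nearly all actives have a fitted effect of over 55% in size; some results filed as inactive show a strong effect at the top dose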
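Toxicity suppression screen in FUS-yeast. Cells induced with 2% galactose, starting OD 0.005, treated 24hr at 30C with compounds at multiple final concentrations; growth by OD600.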
PTHR1 ag: agonists of human PTHR1 parathyroid hormone receptor; Q03431; HEK293 GP2 PTHR1 cells, GloSensor cAMP luminescence, 1 h; Potency, µM (highest dose often 115 µM), for inactives: at the top dose activation, actives largely listed as activators; 410,000 compounds, 0.075% hits; AID 743266; further: potency means the concentration at half of the fitted maximal effect; nearly all actives have a fitted effect of over 55% in size; some results filed as inactive show a strong effect at the top dose; inactives centre near -15; many of its hits are not listed in these tables
Target sequence (Q03431 whole entry, looked up): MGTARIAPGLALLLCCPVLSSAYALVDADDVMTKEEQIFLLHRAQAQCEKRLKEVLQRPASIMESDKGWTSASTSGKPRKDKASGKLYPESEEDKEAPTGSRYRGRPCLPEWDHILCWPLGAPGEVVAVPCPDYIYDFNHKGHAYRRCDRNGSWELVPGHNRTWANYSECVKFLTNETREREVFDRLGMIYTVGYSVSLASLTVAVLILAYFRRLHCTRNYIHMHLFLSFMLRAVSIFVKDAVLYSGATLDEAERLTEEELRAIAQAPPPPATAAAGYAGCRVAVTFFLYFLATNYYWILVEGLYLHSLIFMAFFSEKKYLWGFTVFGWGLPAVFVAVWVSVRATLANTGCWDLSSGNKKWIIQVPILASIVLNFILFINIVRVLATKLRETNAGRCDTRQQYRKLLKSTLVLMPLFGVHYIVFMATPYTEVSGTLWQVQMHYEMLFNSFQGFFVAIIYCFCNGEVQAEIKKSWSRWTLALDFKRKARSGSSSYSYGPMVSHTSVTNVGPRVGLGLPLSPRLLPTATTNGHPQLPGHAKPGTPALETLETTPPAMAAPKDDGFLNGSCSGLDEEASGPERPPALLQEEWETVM
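HEK-293-derived GP2 cells expressing PTHR1 and a GloSensor cAMP reporter, 3,000/well, plated overnight, given luciferin plus IBMX (each 0.5 mM as added) for 1 h at 37 °C, then compound for 1 h at 37 °C. Luminescence was read after 15 min at room temperature.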
GLP1R cytotox: cytotoxicity counter-screen for GLP-1 receptor inverse agonists; HEK293 cAMP-luciferase reporter cells, luminescence, 24 h; Potency, µM (top dose mostly 38.3 µM), for the others: at the top dose activity change, negative = inhibition, most hits filed as inhibitors; 410,000 compounds, 0.13% hits;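 further: loss of luciferase light is scored as toxicity; potency means the concentration at half of the fitted maximal effect; on the % scale 0 is the no-effect control and ±100 the full control effect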
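Cells in DMEM/10% Nu serum/1% pen-strep, 1536-well format. Pre-incubated 12 h, dosed with 23 nL compound, incubated a further 24 h. Luciferase detection, 12 min at room temp, luminescence.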
GLP1R inv ag: GLP-1 receptor (human) inverse agonism. HEK293 GLP-1R CRE-luciferase, luminescence, 24 h; GLP-1R form is constitutively active. Potency, µM (highest dose often 38.3 µM), inactives show top-dose activity change, negative = inhibition, actives largely listed as inhibitors. 410,000 compounds, 1.6% hits; further: potency means the concentration at half of the fitted maximal effect; on the % scale 0 is the no-effect control and ±100 the full control effect; nearly all actives have a fitted effect of over 55% in size
Target sequence (P43220 whole entry, looked up): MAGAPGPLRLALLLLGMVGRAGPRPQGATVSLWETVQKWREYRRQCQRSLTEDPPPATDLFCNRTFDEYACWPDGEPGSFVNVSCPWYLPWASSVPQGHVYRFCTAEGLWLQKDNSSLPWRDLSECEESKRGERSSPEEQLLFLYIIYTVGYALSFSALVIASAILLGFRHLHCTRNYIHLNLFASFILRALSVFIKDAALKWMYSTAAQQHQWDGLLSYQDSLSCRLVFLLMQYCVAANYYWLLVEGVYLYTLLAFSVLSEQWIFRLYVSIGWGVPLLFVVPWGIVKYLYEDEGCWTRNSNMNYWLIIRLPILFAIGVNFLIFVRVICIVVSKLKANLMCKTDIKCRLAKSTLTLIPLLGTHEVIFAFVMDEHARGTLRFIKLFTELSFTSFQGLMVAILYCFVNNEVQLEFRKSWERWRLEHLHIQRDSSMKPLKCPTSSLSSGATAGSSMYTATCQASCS
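GLP-1R inverse agonism mode: basal reporter luminescence in engineered HEK293 cells measured after one day of compound exposure at 37 deg C, with a 12 min room-temperature detection step.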
Abeta rescue: restores growth of yeast expressing A-beta42 peptide; AID 1347071; yeast expressing A-beta42, growth rescue, OD600, 48 h; response scale: 0% DMSO, 100% iron-clioquinol control; Potency, µM (titrated, usually from 46.1 µM), for inactives: at the top dose growth rescue, most hits filed as activators; 410,000 compounds, 0.063% hits; further: potency means the concentration at half of the fitted maximal effect; nearly all actives have a fitted effect of over 55% in size
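Yeast growth medium received pinned compounds, then yeast cells expressing toxic A-beta were added; plates incubated at 30 C for 48 hr. Growth read as absorbance at 600 nm, normalized to DMSO and equimolar FeCl3 plus clioquinol controls.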
Mm-Cpn inhibitor: M. maripaludis TRiC chaperonin inhibition. Potency, µM (titrated, usually from 76.9 µM), for inactives: at the top dose activity, negative = inhibition, most hits filed as inhibitors. 330,000 compounds, 0.031% hits. AID 504842. purified Mm-Cpn ATPase, ADP Transcreener TR-FRET; further: potency means the concentration at half of the fitted maximal effect; on the % scale 0 is the no-effect control and ±100 the full control effect; nearly all actives have a fitted effect of over 80% in size
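ATP (10 uM final) was added to archaeal chaperonin (25 nM final) after 10 min exposure to test compound at 37°C; after 30 min further incubation, ADP was detected by competitive TR-FRET.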
Numbers without * were called inactive; i = inactive; ? = inconclusive; · = not tested or not shown; & = joins results of further samples; [ ] = another dose, or the depositor's remark. Unless noted, the call rests on the fitted dose curve; in most records, active means well fitted curve in the direction sought with a large enough effect; inconclusive means small, poorly fitted or top-dose-only effect, or another doubt; inactive means no such curve, though single readings can be large; an effect the other way counts as inactive or inconclusive. An excerpt (hit frequency here may not be typical).

Molecule	GLP1R inv ag	Abeta rescue	PTHR1 ag	Mm-Cpn inhibitor	aSyn rescue	TDP-43 yeast inh	GLP1R cytotox	pAkt inh	FUS yeast rescue
COC(=O)c1ccc(C)c(NC(=O)CCc2ccc(OC)c(OC)c2)c1	13%	7%	-5%	2%	1%	18%	-7%[1.53 µM]	i	2%
CCCCN1C(=O)NC(c2ccc(OC)cc2)C(C(=O)OCc2ccccc2)=C1C (configuration not stated)	?	3%	-29%	0%	10%	4%	-19%	i	-5%
CS(=O)(=O)N(CC(=O)Nc1cccc(Cl)c1)c1ccccc1Cl	?	3%	-5%	0%	·	5%	-2%	·	2%
COc1cc(/C=N/NC(=O)c2ccncc2)ccc1OC(=O)c1ccco1	7%	-5%	-6%	0%	-6%	-9%	13%	i	7%
NC(=O)c1nnsc1Sc1c(C(N)=O)nnn1-c1cccc(N)c1	-23%	-9%	i	1%	0%	4%	-30%	i	5%
Cc1ccc(C)c(NC(=O)c2sc(Cl)nc2C)c1	113%[activator]	-8%	i	-1%	-1%	?	-3%[1.53 µM]	i	1%
S=C(NCCCN1CCOCC1)Nc1ccc(Cl)c(Cl)c1	?	12%	-15%	2%	9%	-4%	-2%	i	·
COc1ccc(S(=O)(=O)NCc2nc3nc(C)cc(C)n3n2)cc1	16%&1%	6%&-2%	-18%	·	1%	9%&13%	14%&13%	i	-2%&-29%
Cc1ccc(-n2nnc3c(=O)n(CC(=O)OCc4ccccc4)cnc32)cc1	-18%	3%	i	1%	1%	9%	2%	i	-16%
Cc1cccc(CNC(=O)c2ccc3c(c2)N(C)CCS3)c1	?	-4%&5%	24%	-12%	15%	?	2%&7%	i	8%&11%
COc1ccc(N2C(=O)c3ccccc3C2O)cc1 (configuration not stated)	42%[activator]	-9%	?	0%	-2%	-2%	-11%	i	14%
CCc1ccc(OCc2cc(=O)n3cc(C)sc3n2)cc1	17%	-4%	i	·	·	18%	0%	·	-34%
O=C(c1cccs1)N1CCCC(c2nc3c(nnn3Cc3c(Cl)cccc3Cl)c(=O)[nH]2)C1 (configuration not stated)	-14%	20%	-20%	0%	6%	-9%	-2%	i	2%
COc1ccccc1OCCn1c(-c2ccc(Br)cc2)nc2ccccc2c1=O	5%	-2%	-17%	·	·	14%	-4%	·	2%
CC(=O)Nc1ccc(NC(=O)c2cc(CN3CCCC3)on2)cc1	9%	-14%	i	·	·	4%	3%	·	16%
COc1cc(C(=O)NC(C)c2cccc3ccccc23)cc(OC)c1OC (configuration not stated)	13%	-27%	-17%	-1%	-9%	-12%	-3%	i	8%
COc1ccc(Oc2nc(SC)nc3ccsc23)cc1	?	-3%	i	0%	-9%	17%	-25%	i	3%
Cc1ccccc1NC(=O)CCS(=O)(=O)c1cccc2nonc12	2%	2%	-17%	-1%	5%	-5%	-3%	i	12%
CC(=O)Nc1cc2nc(C)n(Cc3ccc([N+](=O)[O-])cc3)c2nc1C	12%	7%	i	-3%	1%	7%	-15%	i	-3%
Cc1ccc(NC(=O)C(C)c2ccc([N+](=O)[O-])cc2)cc1Cl (configuration not stated)	?	?	-20%	3%	2%	11µM*	?	i	1%
CCN(CC)CCNC(=O)c1cc(-c2cccnc2)nc2ccc(S(=O)(=O)N3CCC(C)CC3)cc12	3%	4%	i	-2%	1%	22%	-13%	i	8%
Cc1cc2c(cc1C)NC1(C[C@H]3CCC(=O)N4CC[C@@H](C1)[C@@H]34)C(=NC(C)(C)CC(C)(C)C)N2 (some centres not stated)	-3%	-15%	i	·	-8%	-8%	-9%	i	-18%
O=C1NCN(C2CCCCC2)CN1	-1%	-3%	i	·	7%	-3%	-14%	i	-28%
O=C(CSC1=NCCS1)Nc1ccc(F)cc1	2%	-9%	-30%	-4%	-13%	4%	-12%	i	5%
CC1CCN(CCCNC(=O)c2cn(C)c3ccc(S(=O)(=O)N4CCCC4)cc3c2=O)CC1	1%	22%	-13%[57.5 µM]	1%	-1%	5%	-3%	i	-1%
CCNc1ccccc1C(=O)O	-8%	1%	-19%	-1%	7%	1%	-8%	i	-35%
CCN(CC)C(=O)c1sc(NC(=O)c2cccs2)c(C#N)c1C	14%	11%	-1%	-11%	-4%	-11%	-6%	i	23%
COc1ccccc1C(=O)NNC(=O)c1cccc([N+](=O)[O-])c1	-4%	-7%	-1%	0%	-3%	7%	20%	i	-2%
O=C1c2cccnc2C(=O)N1Cc1ccc(S(=O)(=O)N2CCOc3ccc(Cl)cc32)cc1	60%[activator]	-12%	-7%	-5%	?	?	-2%	i	42%
COc1ccc(-c2cc(C(=O)Nc3cc(OC)cc(C(=O)Nc4cccc(C(F)(F)F)c4)c3)[nH]n2)cc1	?	-2%&5%	-7%	-8%	-6%&3%	21%&3%	-9%&4%	i	9%&29%
COc1ccc(/C=C(/NC(=O)c2ccccc2)C(=O)N2CCCCC2)cc1	2%	0%	8%	-11%	1%	-4%	-3%	i	7%
CCOc1cc(C)c(Cl)cc1S(=O)(=O)N(CC)CC	?	1%[9.22 µM]	-14%	-2%	16%	0%	3%	i	-29%
CCOC(=O)N1CCN(C(=O)c2cnn(-c3cccc(F)c3)c2-n2cccc2)CC1	8%	9%	-13%	·	·	16%	0%	·	38%
Cc1ccc(NC(=O)CCNS(=O)(=O)c2cccs2)cc1F	-29%&12%	-16%&10%	-40%&-2%	2%	-5%	15%&0%	-1%&-3%	i	-7%&-35%
O=Cc1ccc(-c2ccc(F)cc2)o1	-34%	12%	i	0%	-6%	10%	5%	i	-20%
COc1cccc(-c2cc(C(F)(F)F)nc(N3CCCCC3)n2)c1	?	2%	-2%	-1%	-8%	5%	8%	i	-3%
CCOc1ccc(N2CC(C(=O)NCCN3C(=O)S/C(=C/c4cccnc4)C3=O)CC2=O)cc1 (configuration not stated)	1%	5%	i	0%	3%	14%	-23%	i	-8%
O=C(C1CC1)N1CCN(C(c2ccccc2)c2ccccc2)CC1	-15%	-2%	-5%	-1%	-1%	-20%	5%	i	-14%
COc1ccc(NC(=O)Cn2nnc(C(=O)NCc3cccs3)c2N)cc1Cl	-1%	11%	i	-1%	-3%	2%	-18%	i	-8%
CN(C)/C=N/c1c(C#N)cnn1C	12%	-4%	i	1%	-2%	2%	-1%	i	-14%
O=C(COc1ccc(OCc2ccccc2)cc1)NC1CCOC1=O (configuration not stated)	-11%	25%	i	-1%	2%	18%	-7%	i	-12%
CC1CC(=O)c2cc(-c3ccccc3)oc2C1 (configuration not stated)	-12%	-23%	-17%	·	1%	20%	3%	i	13%
Nn1c(SCC(=O)Nc2ccc3c(c2)OCO3)nnc1-c1ccc(Cl)cc1	2%	7%	i	1%	1%	?	?	i	6%
COC(=O)c1cccc(Nc2c(-c3ccc(SC)cc3)nc3nc[nH]n23)c1	90%[activator]	-8%	-74%	·	·	20%	2%	·	?
COc1ccc2oc(C(=O)NC3(C)CCS(=O)(=O)C3)c(C)c2c1 (configuration not stated)	-3%	13%	i	0%	-2%	10%	14%	i	27%
CSCCC(NC(N)=O)C(=O)Nc1ccc(C)cc1 (configuration not stated)	-5%	5%	i	-1%	7%	7%	-15%	i	-3%
C[C@@H]1CN([C@H](C)CO)C(=O)CCCn2cc(nn2)CO[C@H]1CN(C)S(=O)(=O)c1ccccc1C#N	6%	-2%	2%	·	-1%	20%	1%	i	-15%
C=CCNc1nc(N)c(C(=O)Nc2cc(C)on2)s1	2%	-14%	-17%[57.5 µM]	0%	-2%	-27%	5%	i	-10%
N#Cc1nc(Nc2cc(F)cc(F)c2)c2ncn(CC(F)F)c2n1	·	11%	-7%	-3%	·	·	·	·	-19%
COc1ccc2c(CC(=O)NNC(=O)c3ccc(C)cc3)coc2c1	0%	11%	i	0%	9%	6%	-4%	i	-7%

(listing goes on)
Molecule	GLP1R inv ag	Abeta rescue	PTHR1 ag	Mm-Cpn inhibitor	aSyn rescue	TDP-43 yeast inh	GLP1R cytotox	pAkt inh	FUS yeast rescue
CC(C)c1ccc(NC(=S)Nc2ccc(OC(F)(F)F)cc2)cc1	?	?	-41%[inhibitor]	3%	-6%	0%[0.397 µM]	-16%	i	22%
CCN(C(=O)c1cc2c(s1)-c1ccccc1OC2)c1cccc(C(F)(F)F)c1	8%	3%	-13%	·	·	0%[9.22 µM]	34%[activator]	·	-5%
CC(=O)c1c(C)nc(-c2ccc(OCC(=O)Nc3ccc(F)cc3)cc2)n1O	11%	4%	-21%	0%	0%	2%	7%	i	-14%
CCn1c(C(C)NS(=O)(=O)c2ccc(Cl)cc2)n[nH]c1=S (configuration not stated)	?	10%	i	1%	2%	-4%	-21%	i	45%
O=C(Nc1ccccc1C(=O)NCC1CCCO1)c1ccc(Cl)cc1 (configuration not stated)	-25%	-11%	i	1%	-8%	?	10%	i	·
